# CHO-K1 Ca antag: counter-screen for M1 antagonists: effect in parental CHO-K1 cells | 360,000 tested, 0.6% active | AID 602250 | ATP-induced calcium, Fluo-8 fluorescence | inhibition, % at 3 µM;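 active means inhibition above a per-plate cutoff, the plate's mean sample inhibition plus 3 SD, cut at about 24% in these data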;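 further: 0% = DMSO plus EC80 ATP and 100% = DMSO alone without ATP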
# M1 PAM parental: counter-screen for M1 PAMs: effect in parental CHO-K1 cells; AID 602247; activation, % at 3 µM; ATP EC20, Fluo-8 calcium fluorescence; 0% at ATP EC20, 100% at ATP max; 360,000 tested, 0.02% active;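 active means activation above the run cutoff, the mean activation of all test compounds plus 3 SD, cut at about 40% in these data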;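 further: peak over basal fluorescence ratio in a 140 s read after ATP addition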
# CHO-K1 Ca ag: counter-screen for M1 agonists: effect in parental CHO-K1 cells | Fluo-8 calcium fluorescence; scaled to maximal ATP response, vehicle zero | activation, % at 3 µM | 360,000 tested, 0.48% active; in the data active means activation above about 15%;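 further: untransfected CHO-K1 host cells lacking M1 receptor as counterscreen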
# V1R ag counter: activates human V1a receptor in oxytocin agonist counter-screen; P37288; CHO-V1R cells, Fluo-8 calcium fluorescence, agonist mode; 0% DMSO, 100% 3 nM vasopressin; activation, % at 3 µM; 320,000 tested, 0.25% active; AID 2797;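 active means activation above the mean activation of all tested compounds plus 3 SD, per screening run, cut at about 20% in these data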;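 further: signal is peak over basal fluorescence ratio across a 100 second FLIPR read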
# Target sequence (P37288 whole entry, looked up): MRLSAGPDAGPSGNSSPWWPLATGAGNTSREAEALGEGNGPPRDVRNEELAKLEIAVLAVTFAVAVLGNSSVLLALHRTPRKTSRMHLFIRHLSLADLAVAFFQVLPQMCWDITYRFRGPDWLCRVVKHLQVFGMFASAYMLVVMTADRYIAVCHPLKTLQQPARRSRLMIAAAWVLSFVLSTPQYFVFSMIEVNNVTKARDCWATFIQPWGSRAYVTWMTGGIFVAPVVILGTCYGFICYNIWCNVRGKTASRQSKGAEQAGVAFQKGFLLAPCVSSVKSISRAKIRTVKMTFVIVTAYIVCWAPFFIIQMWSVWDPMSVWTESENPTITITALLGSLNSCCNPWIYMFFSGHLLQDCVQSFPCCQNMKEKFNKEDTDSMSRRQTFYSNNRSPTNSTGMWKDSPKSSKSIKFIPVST
# OXTR potentiator: potentiates the human oxytocin receptor response; CHO-OTR cells, Fluo-8 calcium fluorescence, potentiator mode; 0% = oxytocin EC15, 100% = EC100; activation, % at 3 µM; P30559; 320,000 tested, 0.061% active;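 active means activation above that plate's cutoff, the mean activation of tested compounds plus 3 SD, cut at about 6.6% in these data, passing the limit was not always enough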;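 further: 100% uses oxytocin at 75 nM as the full agonist control; some results filed as inactive read as strong as hits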
# Target sequence (P30559 whole entry, looked up): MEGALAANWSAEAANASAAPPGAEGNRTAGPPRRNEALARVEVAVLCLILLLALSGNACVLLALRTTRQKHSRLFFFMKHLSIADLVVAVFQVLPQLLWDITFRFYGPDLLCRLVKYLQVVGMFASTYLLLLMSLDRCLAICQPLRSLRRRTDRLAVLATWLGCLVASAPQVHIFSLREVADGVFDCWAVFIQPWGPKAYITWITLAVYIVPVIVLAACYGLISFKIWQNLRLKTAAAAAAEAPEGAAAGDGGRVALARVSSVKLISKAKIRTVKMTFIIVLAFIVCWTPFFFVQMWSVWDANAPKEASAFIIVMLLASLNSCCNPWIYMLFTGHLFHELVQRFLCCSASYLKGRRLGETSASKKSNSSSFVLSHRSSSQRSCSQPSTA
#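 Material: CHO-OTR cells, human receptor; compound dosing: single dose, 3.0 µM nominal final compound concentration; schedule: 6 min compound pre-incubation at room temperature, 100 s kinetic read; measured by: kinetic Fluo-8 calcium fluorescence; read-out basis: % activation vs EC15 and EC100 oxytocin; controls: EC15 oxytocin alone as 0%, 75 nM oxytocin as 100%; replicates: singlicate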
# TAAR1 antag: antagonists of human TAAR1; Q96RJ0; CHO RD-HGA16 TAAR1, Fluo-8 calcium fluorescence, antagonist; inhibition, % at 3 µM; 360,000 tested, 1.5% active; AID 624466;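 active means inhibition above a per-plate cutoff, the mean inhibition of test compounds on that plate plus 3 SD, cut at about 49% in these data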;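 further: 0% = DMSO plus EC80 beta-PEA response and 100% = DMSO alone without agonist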
#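 System: RD-HGA16 CHO cells with stable hTAAR1 and Gα16 | Probe or stimulus: EC80 β-phenethylamine stimulus | Dosing: 3 µM, single point | Times: Dye loading 75 min at 37 °C, then 30 min room temperature | Measured by: Fluo-8 calcium-sensitive fluorescence | Read-out basis: % inhibition of agonist calcium response | Replicates: n of 1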
# CHO parental Ca: counter-screen: ATP calcium response change in parental CHO cells; parental CHO-K1, ATP-induced calcium, Fluo-8 fluorescence; inhibition, % at 5.6 µM; 330,000 tested, 0.63% active;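 active means inhibition above that plate's mean sample inhibition plus 3 SD, cut at about 26% in these data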;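 further: 0% = ATP-challenged DMSO wells and 100% = DMSO wells without ATP; some compounds past the cut are filed as inactive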
#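 Test system: untransfected parental CHO cell line; also added: ATP stimulus; dosing: 5.6 µM, single dose; signal: calcium-sensitive Fluo-8 fluorescence; measure: percent inhibition of ATP-evoked calcium rise, normalized to controls; benchmarks: low control ATP plus DMSO, high control DMSO only; replication: one well per compound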
# TAAR1 ag: human TAAR1 agonism; Q96RJ0; CHO RD-HGA16 TAAR1, Fluo-8 calcium fluorescence; vehicle wells 0%, saturating PEA agonist 100%; activation, % at 3 µM; 360,000 tested, 0.99% active;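 active means activation above the mean activation of all test compounds in the run plus 3 SD, cut at about 38% in these data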
#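 System: CHO-derived RD-HGA16 cells with stable Gα16 and human TAAR1 / Times: 17-24 h plating, Fluo-8 75 min 37 °C, 30 min RT / Technique: calcium-sensitive Fluo-8 signal, excitation 470-495, emission 515-575 nm / Measure: % activation relative to PEA EC100 response / Benchmarks: DMSO and PEA EC100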
# M1 ag: human M1 muscarinic receptor agonism. P11229. CHO-K1 hM1, Fluo-8 calcium fluorescence, agonist mode; 0% DMSO, 100% acetylcholine EC100. activation, % at 3 µM. 360,000 tested, 0.33% active;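 active means activation above the run's mean compound activation plus 3 SD, cut at about 16% in these data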;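 further: peak over basal fluorescence ratio within a 140 s kinetic read after compound addition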
# * marks the source's active call; other numbers are inactive results; / = not tested or not shown. An unsorted share of the library (roughly 3.3% active in at least one column).
canonical_smiles,CHO-K1 Ca antag,M1 PAM parental,CHO-K1 Ca ag,V1R ag counter,OXTR potentiator,TAAR1 antag,CHO parental Ca,TAAR1 ag,M1 ag
CC(C)n1c(N2CCN(C(=O)Nc3ccc(F)cc3F)CC2)nc2ccccc21,-6,6,0.3,-0.9,-21,-12,-15,1,-3
CC1CCCCC1N=C1NC(C)(C)CS1 (stereo unspecified),-11,2,0.5,1.0,-2,16,6,4,-15
CC1CC(C)CN(CCOc2cccc3ccccc23)C1 (stereo unspecified),1,2,0.4,0.9,2,-20,-16,4,-2
O=C(CN1C(=O)c2ccccc2C1=O)NCCOc1ccccc1,-13,26,0.9,-1.1,-1,2,-8,1,-1
CC(C)c1[nH]c(=O)c(C#N)c2c1CSC(C)(C)C2,18,-8,-0.1,0.2,-8,-9,-9,0,-3
CC(C)N(C)C(=O)c1ccc(OC2CCN(CCc3ccccc3)CC2)cc1,-9,15,3.1,2.2,0,-13,-13,-1,-5
CCOC(=O)CCCCC(=O)c1[nH]c(=O)[nH]c1C[n+]1ccc(C)cc1,6,1,-0.1,0.0,-5,-9,6,6,-3
COc1ccc(Br)cc1/C=N/n1c(C)nnc1C,10,-3,0.0,0.7,-7,3,-5,7,-1
Cc1cc(NS(=O)(=O)c2ccc(NS(=O)(=O)c3cc(C)c(Cl)cc3Cl)cc2)no1,-6,15,0.2,-0.8,-3,-33,-5,0,-5
COc1ccc2nc(NC(=O)CSCC(=O)Nc3cc(C)on3)sc2c1,3,4,0.5,-0.1,1,-15,-18,-1,-4
CCC(C)[C@H]1CNCCN1CCCc1cc(OC)c(OC)c(OC)c1 (stereo partly specified),-9,15,0.3,0.5,3,17,-11,13,-4
CCCc1cc(N2CCCC(C(=O)NCC)C2)n2ncnc2n1 (stereo unspecified),-11,-13,-0.1,-0.5,-6,3,2,16,-4
CCOC(=O)c1c(NC(=O)C2C3C=CC(C3)C2C(=O)O)sc2c1CC(C)(C)OC2 (stereo unspecified),2,27,4.5,0.8,-3,10,-3,5,-10
O=C(N[C@H]1C/C=C\C[C@@H](CC(=O)N(CCO)Cc2ccccc2)C(=O)N[C@H](Cc2c[nH]c3ccccc23)COC1=O)OCC1c2ccccc2-c2ccccc21,5,-20,0.1,0.5,-4,8,-16,9,-8
CCc1ccc(Nc2n[n+](-c3ccccc3)c(-c3ccc(OC)c(Br)c3)s2)cc1,-11,7,0.4,-0.3,-6,-7,-18,3,-11
CCCOC(=O)C1=C(C)NC2=C(C(=O)C(C(=O)OC)C(C)C2)C1c1ccc(N(C)C)cc1 (stereo unspecified),12,-3,-0.1,-0.3,-1,2,-12,0,-3
Cc1cc(C)cc(C(=O)N2CCN=C2SCc2ccc([N+](=O)[O-])cc2)c1,-9,27,1.0,13,-8,-13,-6,4,-8
CCOc1cc(C2NC(=O)NC(C)=C2C(=O)OC(C)CC)cc(Br)c1O (stereo unspecified),-3,15,0.6,0.1,-8,-18,-29,3,-4
c1ccc(CSc2ccc(-c3cccnc3)nn2)nc1,-14,27,0.8,-0.8,-14,-9,-8,0,-5
COc1cc(C(=S)N2CCOCC2)ccc1OC(=O)c1ccccc1,-4,11,3.6,1.5,-12,5,-3,9,0
COc1cccc(N(CC(=O)NC(C)c2ccccc2)S(C)(=O)=O)c1 (stereo unspecified),2,11,0.2,-0.8,1,-3,-13,13,-1
O=C(CCn1nnc2ccccc21)Nc1nnc(Cc2ccc(F)cc2)s1,7,-4,0.5,2.3,-3,-6,-10,12,-2
CCN(CC)C(=O)CSC1=Nc2ccccc2C2=NC(c3ccccc3)C(=O)N12 (stereo unspecified),-13,19,0.1,-0.3,-8,-14,-19,12,-3
Cc1ccc(-c2nnc(-c3ccccc3)o2)cc1Br,-12,26,0.8,0.7,-8,-1,-14,3,-3
Cc1ccc(/C=N/NC(=S)NCCc2ccccc2)s1,-15,24,1.0,-1.6,-6,18,-18,3,-6

# In a second layout: results already given.
> CCc1ccc(Nc2n[n+](-c3ccccc3)c(-c3ccc(OC)c(Br)c3)s2)cc1
- CHO-K1 Ca antag: -11
- M1 PAM parental: 7
- CHO-K1 Ca ag: 0.4
- V1R ag counter: -0.3
- OXTR potentiator: -6
- TAAR1 antag: -7
- CHO parental Ca: -18
- TAAR1 ag: 3
- M1 ag: -11

> Cc1cc(C)cc(C(=O)N2CCN=C2SCc2ccc([N+](=O)[O-])cc2)c1
- CHO-K1 Ca antag: -9
- M1 PAM parental: 27
- CHO-K1 Ca ag: 1.0
- V1R ag counter: 13
- OXTR potentiator: -8
- TAAR1 antag: -13
- CHO parental Ca: -6
- TAAR1 ag: 4
- M1 ag: -8

# Carrying on.
canonical_smiles,CHO-K1 Ca antag,M1 PAM parental,CHO-K1 Ca ag,V1R ag counter,OXTR potentiator,TAAR1 antag,CHO parental Ca,TAAR1 ag,M1 ag
CC(=O)OCC12COC3c4ccccc4OC(C)(CC1C)C3C2C (stereo unspecified),-15,-3,-0.6,-1.5,1,-3,-17,0,-13
O=C(C[n+]1cc2ccccc2c2ccccc21)c1ccccc1,0,7,1.0,-0.3,-2,7,-13,1,-5
COc1ccccc1NC(=O)COC(=O)c1ccc(S(=O)(=O)NCc2ccco2)cc1,-4,5,2.1,2.6,-14,14,-2,11,-1
OCc1ccccc1OCCCOc1cccc2cccnc12,-6,2,0.9,-1.5,-8,4,-17,7,1
O=c1[nH]c2cc(Cl)c([N+](=O)[O-])nc2[nH]1,-5,22,0.5,1.1,3,0,-7,5,-11
Cc1ccc(C(C(=O)NC(C)(C)C)N(C(=O)c2csnn2)C2CC2)cc1 (stereo unspecified),-9,15,0.5,-0.1,-3,-4,-11,0,-3
O=C(CN1CCNCC1)Nc1ccccc1Cl,-4,0,0.2,0.1,-6,15,-19,2,-5
CC(C)CCN(CC(=O)NC(C)(C)C)C(=O)C(=O)Nc1ccc2c(c1)OCCO2,-13,3,-0.1,-0.6,-6,-1,-18,1,-5
Cn1ncnc1SCc1cn2cccnc2n1,-2,16,0.5,0.7,-8,18,-6,0,-7
O=C(CN(C(=O)C1COc2ccccc2O1)c1ccccc1)NCC1CCCO1 (stereo unspecified),-22,-4,0.6,-0.1,-3,-9,-9,3,-1
CCc1ccc(C(C)NC(=O)/C(C#N)=C\c2cn[nH]c2-c2ccccc2)cc1 (stereo unspecified),-22,-2,2.2,1.7,-5,24,-26,6,-10
CC(=O)c1cccc(NC(=S)NC(=O)Cc2ccccc2)c1,0,18,0.9,4.3,0,3,-18,15,-5
COc1ccc(CCNC(=O)C(=O)NCCOc2ccccc2)cc1OC,12,-10,0.4,0.1,-4,6,10,-1,-4
O=C(C[n+]1ccc(C(=O)c2ccccc2)cc1)Nc1ccc(C(F)(F)F)cc1,-11,21,0.5,0.6,-15,4,-4,0,-13
COc1ccc(-c2nn(-c3ccccc3)cc2/C=C2/SC(=S)N(CCCC(=O)O)C2=O)c(C)c1,-9,16,0.9,3.5,-6,13,9,-1,-4
O=C(O)CN(c1ccccc1)C1SC(=O)NC1=O (stereo unspecified),-9,10,0.8,1.7,-5,-5,-4,15,-2
O=C(NCc1ccc2c(c1)OCO2)C(=O)NCC1OCCN1S(=O)(=O)c1ccc(Br)cc1 (stereo unspecified),-4,12,7.8,6.2,-15,2,-10,3,1
CCNC(=O)C1(C)CCCN1C(=O)c1ccc(C#N)cc1 (stereo unspecified),-17,19,0.3,/,/,5,/,0,-1
COCc1c(C(=O)N/N=C\c2cccnc2)nnn1-c1nonc1N,-4,-1,0.5,0.9,-3,11,7,0,-4
CC(NC(=O)C(C)N1C(=O)c2cccc([N+](=O)[O-])c2C1=O)c1ccccc1 (stereo unspecified),-3,-2,0.1,-0.6,0,-24,-11,0,-3
OCCCc1cn(Cc2ccccc2)c2ccccc12,1,5,9.6,0.2,-2,-2,0,-2,-7
Cc1cc(NC(=O)CSc2nc(CC(C)(C)C)nc3c2c(=O)n(C)c(=O)n3C)no1,-1,14,1.6,1.1,-3,-1,-5,-1,-2
O=C1CC(C(=O)N2CCN(c3ccccc3)CC2)CN1Cc1ccccc1 (stereo unspecified),-5,20,1.0,0.4,-8,9,-11,0,-3
CCn1cnc2sc(C(=O)Nc3ccc4c(c3)OCO4)c(C)c2c1=O,-4,12,1.2,1.1,1,-3,-11,1,-3
CCCN(CCC)c1nc(-c2ccccn2)nc2ccccc12,-16,4,-1.4,/,/,0,/,-2,-7
COc1ccc2oc(-c3ccc(NC(=O)c4ccc(N5CCOCC5)c([N+](=O)[O-])c4)cc3)nc2c1,-6,26,1.4,0.8,-2,13,-7,-2,-4
O=C(c1cc2cc(F)ccc2[nH]1)N1CCN(C(=O)c2ccco2)CC1,-13,5,3.6,0.7,-5,11,-15,2,0
N#C/C(=C\c1c(N2CCN(c3ccccc3)CC2)nc2ccccn2c1=O)S(=O)(=O)c1ccccc1,-6,20,0.0,1.0,-6,-21,-11,11,-1
c1cc(-c2cc3nc(NC4CCCCC4)ccn3n2)ccc1OCCN1CCOCC1,3,6,7.4,/,/,61*,/,16,1
Cc1cc(NC(=O)C2C3C(=O)N(CC4CCCO4)C(C(=O)NC(C)(C)C)C34C=CC2(C)O4)no1 (stereo unspecified),-10,1,1.2,2.1,0,-17,-11,2,-5
Cc1ccc(-n2c(-c3ccccc3)c[nH]c2=S)cc1,-10,9,0.5,-0.8,-2,-8,-18,5,-6
CC(=NO)C1CCC2C3CCC4CC(=NO)CCC4(C)C3C(C)(O)CC12C (stereo unspecified),11,1,10.0,/,/,77*,/,15,4
CC(Oc1ccc(Cl)cc1Cl)C(=O)Nc1ccc(N2CCN(C)CC2)cc1 (stereo unspecified),-1,11,0.8,5.0,-16,5,-18,53*,-3
CC1=C(C#N)C(c2cn(-c3ccccc3)nc2-c2cccs2)C(C#N)=C(C)N1,12,-4,-0.3,0.6,-8,-11,-7,3,-6
Cc1c(NC(=O)Nc2ccc(C(C)C)cc2)c(=O)n(-c2ccccc2)n1C,-5,7,1.1,1.6,-1,7,-1,4,-4
